hK5 inh: blocks human kallikrein 5 protease activity | Q9Y337 | recombinant hK5, fluorogenic AMC substrate cleavage | inhibition, % at 5 µM | 0.59% of 210,000 active | AID 873;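 active means inhibition of 40% or more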;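 further: 0% = enzyme controls without compound and 100% = no-enzyme blanks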
FXIIa inh 1536: factor XIIa (human) inhibition; P00748; purified FXIIa, Boc-QGR-AMC fluorogenic substrate, 2 h; inhibition, % at 5 µM; 0.3% of 220,000 active; in the data active means inhibition above about 40%;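 further: 0% = enzyme with no compound and 100% = blank without enzyme; many of its hits are not listed in these tables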
Thrombin inh: thrombin (human) inhibition; alpha-thrombin, Boc-VPR-AMC fluorogenic substrate cleavage; AID 1046; P00734; 0.26% of 220,000 active; inhibition, % at 5 µM;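 active means inhibition at or above 40%; inactive means inhibition below 40%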;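 further: 0% = enzyme with no compound and 100% = wells without enzyme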
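Material: human alpha-thrombin enzyme / Medium: pH 7.5 Tris (50 mM) with NaCl 150 mM, Tween 20 0.05% / Compound: single-point dosing at 5 µM, 0.2% DMSO / Incubation: enzyme reaction carried out at room temperature / Detection: AMC fluorescence, 355/460 nm / Read-out basis: percent inhibition scaled between no-compound controls and no-enzyme blanks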
PERK inhibitor: inhibitors of human PERK kinase; CHO PERK-DD fusion, SEAP luminescence translation reporter; inhibition, % at 5.6 µM; 0.17% of 220,000 active;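 active means inhibition above the mean inhibition of all tested compounds plus 3 SD, set separately per screening campaign, cut at about 2.9% in these data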;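 further: PERK kinase domain activated by AP20187 dimerizer at 100 nM; 0% = DMSO with dimerizer and 100% = rapamycin at 8.4 µM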
Calpain2 inh: calpain II (pig) inhibition; purified calpain II, fluorogenic peptide substrate, 30 min; 0.37% of 220,000 active; inhibition, % at 16 µM;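 active means inhibition above about 50%, limit read from the data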
Furin inh: blocks human furin protease activity | purified furin, fluorogenic substrate cleavage | inhibition, % at 30 µM | 0.061% of 220,000 active | AID 463115; in the data active means inhibition above about 25%; further: inactives centre near -15
Target sequence (P09958 108-714 limits assumed): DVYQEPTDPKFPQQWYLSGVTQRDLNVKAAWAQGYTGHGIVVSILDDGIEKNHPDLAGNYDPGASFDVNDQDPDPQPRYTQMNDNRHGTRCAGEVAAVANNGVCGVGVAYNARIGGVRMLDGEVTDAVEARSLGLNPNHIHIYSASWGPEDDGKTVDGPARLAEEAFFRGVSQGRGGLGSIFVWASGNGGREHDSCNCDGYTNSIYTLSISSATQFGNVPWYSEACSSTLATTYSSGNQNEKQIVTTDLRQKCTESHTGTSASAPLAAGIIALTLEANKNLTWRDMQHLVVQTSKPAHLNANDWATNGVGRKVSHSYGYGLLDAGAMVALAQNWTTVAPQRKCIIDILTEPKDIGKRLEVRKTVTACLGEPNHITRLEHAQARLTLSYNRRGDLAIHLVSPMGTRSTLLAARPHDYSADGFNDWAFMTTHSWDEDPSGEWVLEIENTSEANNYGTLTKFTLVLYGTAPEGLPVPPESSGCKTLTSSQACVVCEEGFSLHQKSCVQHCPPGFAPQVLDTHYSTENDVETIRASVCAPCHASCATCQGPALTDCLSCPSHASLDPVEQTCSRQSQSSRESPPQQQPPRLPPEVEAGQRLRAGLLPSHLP
Cl transport mod: modulators of human KCC2 chloride dependent transport. B-score of Tl+ flux slope (higher = more flux/activation; lower = inhibition) at 10 µM. 2.2% of 190,000 active. KCC2 cells, thallium flux FluoZin-2 fluorescence. AID 1456;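 active means thallium flux slope and its plate-corrected score both differing from the plate sample mean at a set confidence after two filtering rounds, in either direction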;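 further: slope of fluorescence scaled to starting intensity during 10 to 20 s after thallium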
FXIa inh 1536: factor XIa (human) inhibition; purified FXIa, Boc-Glu-Ala-Arg-AMC fluorogenic substrate; inhibition, % at 5 µM; 0.14% of 220,000 active; AID 798;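 active means inhibition of at least 40%; inactive means inhibition below 40%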;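 further: fluorescence of freed AMC excited at 355 nm; 0% = enzyme without compound and 100% = no enzyme blank; many of its hits are not listed in these tables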
Rad51 HR inh: Rad51 (human) homologous recombination inhibition; Q06609; hRad51 DNA strand exchange, fluorescence dequenching; inhibition, % at 10 µM; 0.085% of 200,000 active; AID 1385;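 active means inhibition above 40% at the single screening dose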;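 further: 0% = DMSO control wells and 100% = blanks with heterologous ssDNA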
Target sequence (Q06609 whole entry, looked up): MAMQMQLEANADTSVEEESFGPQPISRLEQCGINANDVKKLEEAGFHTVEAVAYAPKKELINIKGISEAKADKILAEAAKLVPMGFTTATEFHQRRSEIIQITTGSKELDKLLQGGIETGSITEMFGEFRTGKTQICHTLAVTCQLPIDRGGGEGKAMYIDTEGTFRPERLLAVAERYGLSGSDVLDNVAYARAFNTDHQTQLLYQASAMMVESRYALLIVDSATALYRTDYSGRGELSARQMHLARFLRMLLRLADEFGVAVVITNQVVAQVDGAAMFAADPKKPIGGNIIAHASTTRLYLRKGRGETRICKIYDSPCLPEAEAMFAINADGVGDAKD
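material = hRad51 filaments on single-stranded DNA | timing = filaments 15 min 37 °C, then compound 30 min | signal = FRET fluorescence dequenching, excitation 485 nm, emission 520 nm | benchmarks = control wells and blank wells on each plate | evaluation = percent inhibition relative to plate controls and blanks | compound = 10 µM final, single point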
Starred values were filed as active, the others as inactive; · = no result given; & = joins results of further samples; [ ] = another dose, or the depositor's remark. Not all compounds are listed; the hit share may differ from the screen's.

hK5 inh	FXIIa inh 1536	Thrombin inh	PERK inhibitor	Calpain2 inh	Furin inh	Cl transport mod	FXIa inh 1536	Rad51 HR inh	SMILES
-5	-1	16	0.4	-3	-12	1.4	-5	4	O=C(O)C1=NOC(CNC(=O)c2ccccc2Cl)C1 (centres undefined)
5	6	-9	0.5	-47	-18	-0.55	1	3	O=C(NCC1CCCO1)c1cc2ccccc2oc1=O (centres undefined)
-6	13	0	-0.6	-6	-32	-2.2	2	8	CC(CCc1ccccc1)NC(=O)CN1CCN(Cc2ccc(Cl)cc2)C1=O (centres undefined)
4	-9	-3	0.1	20	-10	·	-12	-6	Nc1[nH]nc2nc(N3CCOCC3)nc(-c3ccccc3)c12
-17	5	-8	0.9	-282	-9[20 µM]	0.32	-7	-1	CCOC(=O)c1cc(-c2ccc(Cl)s2)nc2c1c(C)nn2C
-17	11	-2	0.2	-109	-31[20 µM]	5*	3	-3	COc1ccc(-c2c3c([nH]c(=S)c2C#N)CCC3)cc1
-4	20	2	-1.4	-37	-15	-1.3	7	4	Cn1c(C(=O)NCCCN2CCN(c3ccccc3F)CC2)cc2c(=O)[nH]c3ccccc3c21
2	7	-6	1.4	-13	-25	0.51	0	·	Cc1cc(C)c2[nH]c(O)c(N=NC3=NC(=O)CS3)c2c1
-80&-114	10&11	-3&0	0.1&-1.5	-390	-20	-1&-0.34	0&-2	-6&0	c1ccc2[nH]c(-c3ccnc4ccccc34)nc2c1
-15	21	-9	-0.6	-24	-32	-0.4	5	-3	OCCCc1nc2ccccc2n1CCOc1ccccc1
·	·	·	-0.8	·	-24[20 µM]	0.39	·	2	CCOC(=O)c1cc(-c2nnc(-c3cc(OC)c(OC)c(OC)c3)o2)c(C)nc1C
-15	-1	4	0.7	7	-18	-0.61	-1	11	CC(=O)Nc1ccc(N2CCC(C)CC2)c([N+](=O)[O-])c1
12	8	4	-0.1	-12	-11	-1.6	2	-1	COc1ccc(C)cc1NC(=O)c1nnn(Cc2cc(C)ccc2C)c1N
-2	-3	-1	0.3	-24	-15[20 µM]	0.17	5	1	CCCCNC(=O)COC(=O)c1ccc(NS(=O)(=O)c2ccc3c(c2)OCCO3)cc1
-11	-4	-2	-0.3	-24	-21	-1.4	-5	3	CCc1cccc(C)c1NC(=S)N(CCN(C)C)C(C)c1cccnc1 (centres undefined)
4	13	0	0.3	8	-21	0.9	1	1	O=C(Nc1cccc(Cl)c1)c1cc([N+](=O)[O-])ccc1N1CCN(CCO)CC1
0	8	2	1.0	21	-19	0.064	-3	-4	CC(C)(C)c1ccc(/C=C/C(=O)NC2CCS(=O)(=O)C2)cc1 (centres undefined)
-2	9	-3	-0.2	0	-12	-0.73	2	3	O=C(/C=C/c1ccc2c(c1)OCCCO2)c1ccc2ccccc2c1O
-13	2	-3	0.1	-3	-20	-1.3	-7	·	O=C(NNC(=O)C1CC1c1ccccc1)c1ccccc1[N+](=O)[O-] (centres undefined)
1	5	-2	-0.7	7	-6	-2.7	4	6	Cc1ccc(NC(=O)CCCc2nc3ccccc3s2)c(O)c1
0	3	-3	1.8	1	-30	1	7	12	C/C(=N\NC(N)=S)c1ccc2c(c1)OCCO2
-24	15	1	0.2	-10	-16[20 µM]	-0.9	14	1	O=C(Nc1cccc(NC(=O)c2ccco2)c1)c1ccc2c(c1)OCO2
-241	9	2	-0.6	-6	-10[20 µM]	1	1	-3	COCCCNS(=O)(=O)c1ccc(S(=O)(=O)N2CCCC2)cc1
-2	4	-5	1.7	-1	-11	0.9	0	-2	CC(=O)C1=C(C)NC(=S)NC1c1cc([N+](=O)[O-])ccc1O (centres undefined)
1	-21	-6	-0.7	-12	-21[20 µM]	-0.8	-17	7	COc1cc(C(=O)NCc2ccc(-c3nc4ccccc4o3)cc2)cc(OC)c1OC
-4	10	-4	0.1	43	-16	-1.1	-2	9	CC1CCN(c2ccc(C(=O)NCc3ccc4c(c3)OCO4)cc2[N+](=O)[O-])CC1
-9	13	0	0.2	22	-13[20 µM]	0.79	-2	-3	Cc1cc(NS(=O)(=O)c2ccc(NC(=O)CCN3C(=O)c4ccccc4C3=O)cc2)no1
-8	4	-4	0.7	-8	-17[20 µM]	-0.17	-3	-1	C=CCn1c(COc2cccc3ccc(C)nc23)nnc1SCC(=O)O
-22	11	-2	0.0	8	-8	0.032	4	5	CC1CCN(C(=O)c2ccc(S(=O)(=O)Cc3cc(F)ccc3F)c([N+](=O)[O-])c2)CC1
·	0	-4	0.9	19	-5	0.8	-6	·	CCOC(=O)C1(Cc2ccccc2)CCN(Cc2cnc(N3CCOCC3)s2)CC1
0	5	2	-0.4	6	-23	·	-1	-2	CCN1CC2CCCC3(C1)C(=O)NC1(CCCCC1)N=C23 (centres undefined)
12	13	-2	-0.6	21	-25	·	1	-3	O=C1N(CCCN2C(=O)C3(OCCO3)c3ccccc32)c2ccccc2C12OCCO2
2	9	0	0.5	-2	-15	-0.013	7	4	CCCCCCC(=O)NCC(=O)OCC(=O)c1ccccc1
-1	3	-8	-1.1	23	-4	1.5	-5	0	CCCCCOC(=O)C1=C(C)Nc2nnnn2C1c1ccc(OC)c(OC)c1OC (centres undefined)
-2	4	-2	1.7	34	-8	0.37	-4	-9	COC(=O)CN(C(=O)CSc1nnc(-c2cccc(OC)c2)o1)c1ccc(OC)cc1
7	13	1	0.1	-168	-12[20 µM]	0.7	10	-2	COc1ccc(Nc2cc(=O)oc3ccccc23)cc1
-8	15	-3	1.7	-6	-23	·	7	-2	CC(O)C(C(=O)OCc1ccc([N+](=O)[O-])cc1)N1C(=O)c2ccccc2C1=O (centres undefined)
2	9	-6	-0.1	-42	-11	·	-5	-4	CCn1c(=O)c(-c2ccccc2)c(O)c2ccccc21
-9	8	-4	0.9	-8	-9	-0.0049	0	-3	O=C(NCc1ccccn1)c1ccc([N+](=O)[O-])cc1
10	14	4	-1.1	13	-3	0.015	-11	2	CC(=O)c1ccc(N2CCN(C(=O)C3CCN(S(=O)(=O)Cc4ccccc4)CC3)CC2)cc1

4 entries from above, ordered by the number in Furin inh, descending:
hK5 inh	FXIIa inh 1536	Thrombin inh	PERK inhibitor	Calpain2 inh	Furin inh	Cl transport mod	FXIa inh 1536	Rad51 HR inh	SMILES
·	0	-4	0.9	19	-5	0.8	-6	·	CCOC(=O)C1(Cc2ccccc2)CCN(Cc2cnc(N3CCOCC3)s2)CC1
2	9	0	0.5	-2	-15	-0.013	7	4	CCCCCCC(=O)NCC(=O)OCC(=O)c1ccccc1
-8	15	-3	1.7	-6	-23	·	7	-2	CC(O)C(C(=O)OCc1ccc([N+](=O)[O-])cc1)N1C(=O)c2ccccc2C1=O (centres undefined)
0	3	-3	1.8	1	-30	1	7	12	C/C(=N\NC(N)=S)c1ccc2c(c1)OCCO2

Later entries.
hK5 inh	FXIIa inh 1536	Thrombin inh	PERK inhibitor	Calpain2 inh	Furin inh	Cl transport mod	FXIa inh 1536	Rad51 HR inh	SMILES
·	8	0	0.7	-23	-22	-0.32	2	·	CCOC(=O)C1(CCCc2ccccc2)CCN(C(=O)CN2C(=O)CSC2=O)CC1
·	·	·	-0.1	·	-14[20 µM]	-0.033	·	2	O=C(NCc1ccco1)c1cnc2n(c1=O)CCS2
-8	12	0	-1.9	21	-7[20 µM]	·	4	2	CC1CCCC(C)N1C(=O)COC(=O)c1ccc(O)cc1 (centres undefined)
-14	-4	2	-0.4	9	-12	·	6	0	COc1ccc(C)cc1NC(=O)CSc1nnc(COc2ccc(C)cc2)n1Cc1ccco1
-18	17	-10	1.4	-11	-19	·	20	-5	CCCCC(CC)CNC(=O)c1ccc2c(c1)OCO2 (centres undefined)
-2	-1	-1	0.4	-22	-13	-0.95	-6	2	COc1ccc(C(=O)NCc2ccncc2)cc1OC
-2	6	-1	-0.8	0	-15[20 µM]	-0.15	-6	4	O=C1/C(=C/c2cccs2)N=C(c2cccs2)N1Nc1ccccc1
34	-2	3	-0.4	-2	-3[20 µM]	0.82	-2	-74	Cc1ccc(-n2c(C)cc(/C=N/Nc3ccc([N+](=O)[O-])cn3)c2C)c(C)c1
2	6	-2	·	26	-20	-1.5	0	2	CC(C)C[C@H](NC(=O)c1nc[nH]c1C(=O)N1CCN(c2ccccc2)CC1)C(=O)OCc1ccccc1
-10	13	1	-0.3	11	-30[20 µM]	·	-1	2	O=S(=O)(NCc1cc(-c2ccccc2Cl)no1)c1ccc(Cl)cc1
-8	9	-3	-0.7	-17	-27[20 µM]	0.68	-1	-3	CCOC(=O)C1=C(C)Nc2nnnn2C1c1c[nH]c2ccccc12 (centres undefined)
-3	14	-6	0.9	-4	-10	1.2	5	-3	Cc1cc(C)cc(NC(=O)C(OC(=O)c2cccs2)c2ccccc2)c1 (centres undefined)
-13	6	-8	1.5	-11	-17	-0.078	2	0	C=C(C)C1CC=C(C)/C(=N/NC(=O)CNc2ccc(C)cc2C)C1 (centres undefined)
6	10	-4	0.4	-11	-18	-1.6	0	4	Cc1ccc(N2C(=O)c3cccc([N+](=O)[O-])c3C2=O)cc1C
-12	16	2	0.4	-21	-33	·	10	9	COc1ccc(NC(=O)C2CCCN(S(=O)(=O)c3c(C)n[nH]c3C)C2)c(OC)c1 (centres undefined)
2	-3	-1	0.1	-20	-25	-0.16	-5	8	CCSc1nc2ccccc2n1CC(=O)N1CCCCC1
5	7	10	-0.5	6	-8[20 µM]	0.0054	1	-3	O=C1C=C(Nc2cccc(Cl)c2)CC(c2ccco2)C1 (centres undefined)
0	10	-11	-0.5	26	-24[20 µM]	0.054	17	4	CCOC(=O)COn1c(-c2cccc(Cl)c2)nc2ccc([N+](=O)[O-])cc21
35	31	21	·	6	0	0.26	13	2	NC(=O)[C@@H]1CC2(CC(c3cccc(NC(=O)[C@H]4CCC(=O)N4)c3)=NO2)CN1C(=O)c1ccc(Cl)cc1 (some centres undefined)
